High-throughput results deposited in PubChem by National Center for Advancing Translational Sciences (NCATS).
uPA surface inh – qHTS for Inhibitors of Cell Surface uPA Generation. cell surface uPA generation assay, qHTS. hit rate 0.31% among 330,000. Potency, µM (titrated, usually from 38.3 µM), for inactives: top-dose activity change, negative = inhibition, usual class: inhibitors; active = well fitted inhibition curve with a large enough effect; inconclusive = small, poorly fitted or top-dose-only effect; inactive = no such curve, though single readings can be large or run the other way; tested in mouse RAW 264.7 cells; also: potency is read from the fitted curve at half-maximal effect; % is scaled to controls: 0 for no effect and ±100 for the full control effect; nearly all actives have a fitted effect of over 55% in size
PTAP TSG101 blk – qHTS Assay for Iinhibitors of HIV-1 Budding by Blocking the Interaction of PTAP/TSG101; Fluorescence polarization, FITC-PTAP peptide / Tsg101 binding; Potency, µM (series often up to 115 µM), for inactives: top-dose activity change, negative = inhibition, hits mostly inhibitors; AID 493005, 2010; Tumor susceptibility gene 101 protein (Homo sapiens), Q99816; 340,000 tested, under 10 active; active = well fitted inhibition curve with a large enough effect in the main read-out, with a control signal flat, not every such curve was filed as active; inconclusive = small, poorly fitted or top-dose-only effect, or effect the other way, or a change in a side signal; inactive = no such curve, though single readings can be large or run the other way; also: potency is read from the fitted curve at half-maximal effect; % of control where 0% means no effect
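Fluorescence polarization binding of Tsg101 binding domain (10 uM final) to FITC-labeled PTAP peptide (50 nM final) in HEPES pH 7.5 buffer with NaCl, Tween 20, EDTA, TCEP. Compounds added before peptide; binding 20 min at RT.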
Eya2 inh – qHTS Assay for Inhibitors of the Phosphatase Activity of Eya2; recombinant Eya2, OMFP fluorescence dephosphorylation (OMFP is methylfluorescein phosphate); AID 488837, 2010; hit rate 0.006% among 330,000; Potency, µM (series often up to 76.9 µM), without a hit: at the top dose activity, negative = inhibition, hits mostly inhibitors; also: potency is read from the fitted curve at half-maximal effect; % is scaled to controls: 0 for no effect and ±100 for the full control effect
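Eya2 protein (added as 0.2 uM solution) was preincubated with compound for 10 min at ambient temperature in 50 mM HEPES pH 7.5, 50 mM NaCl, 5 uM MgCl2, 0.05% BSA, 1 mM DTT. OMFP (added at 50 uM) then reacted 10 min; fluorescence read at 485/525 nm.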
TSHR antagonist – Antagonists of the Thyroid Stimulating Hormone Receptor: HTS campaign; AID 504810, 2011; activity change, negative = inhibition, % at 11.5 µM; TSHR-expressing cells, TSH-stimulated cAMP HTRF, 2 h; stronger effect = lower value; Thyrotropin receptor (Homo sapiens), P16473; hit rate 0.2% among 330,000;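 active = activity change below a set negative limit, meaning inhibition stronger than a set level, cut at about -70% in these data; inconclusive = activity change between two set negative limits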; also: % is scaled to controls: 0 for no effect and ±100 for the full control effect
Target sequence (P16473 whole entry, looked up): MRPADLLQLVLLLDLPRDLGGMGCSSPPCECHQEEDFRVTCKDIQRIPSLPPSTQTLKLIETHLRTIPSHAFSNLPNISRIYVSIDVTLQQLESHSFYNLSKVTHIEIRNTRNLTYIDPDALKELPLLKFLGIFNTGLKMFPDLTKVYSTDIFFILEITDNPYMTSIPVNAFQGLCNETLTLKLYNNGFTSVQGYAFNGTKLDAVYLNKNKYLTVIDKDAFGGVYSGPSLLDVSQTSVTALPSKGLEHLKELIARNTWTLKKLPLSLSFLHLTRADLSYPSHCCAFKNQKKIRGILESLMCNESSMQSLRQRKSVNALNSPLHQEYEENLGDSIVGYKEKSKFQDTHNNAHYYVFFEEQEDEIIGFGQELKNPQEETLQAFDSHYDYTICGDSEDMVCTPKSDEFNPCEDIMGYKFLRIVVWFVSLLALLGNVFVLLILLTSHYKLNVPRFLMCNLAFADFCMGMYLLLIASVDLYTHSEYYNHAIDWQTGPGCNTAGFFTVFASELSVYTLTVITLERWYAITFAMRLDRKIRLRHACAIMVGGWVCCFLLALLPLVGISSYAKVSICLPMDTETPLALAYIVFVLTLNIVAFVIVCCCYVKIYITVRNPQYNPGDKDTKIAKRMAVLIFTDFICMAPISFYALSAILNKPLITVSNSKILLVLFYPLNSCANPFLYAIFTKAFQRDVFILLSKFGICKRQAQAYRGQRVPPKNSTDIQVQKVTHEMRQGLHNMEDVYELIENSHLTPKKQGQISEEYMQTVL
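Antagonism was scored as loss of TSH-driven cAMP in TSHR cells, stimulated with 4nM TSH (EC80) for 2 hours at 37 deg C and detected by homogeneous HTRF competition immunoassay.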
Mito fusion yeast – qHTS Assay for Small Molecule Inhibitors of Mitochondrial Division or Activators of Mitochondrial Fusion | S. cerevisiae fusion-defective mutant growth rescue, CellTiterGlo 48 h | AID 485298, 2010 | hit rate 0.23% among 320,000 | Potency, µM (series often up to 46.1 µM), without a hit: top-dose growth rescue (activation), usual class: activators;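 also: potency is read from the fitted curve at half-maximal effect; % of control where 0% means no effect; nearly all actives have a fitted effect of over 45% in size; temperature-sensitive fusion mutants such as fzo1-1 at 37 °C on non-fermentable ethanol glycerol medium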
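Read-out: ATP-based luminescence (CellTiterGlo, 10 min ambient) reporting growth of fusion-defective ts yeast after 48 hours at 37C on glycerol/ethanol YPEG medium in the presence of compound.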
TCR activator – Activators of T cell receptors: qHTS campaign; primary human leukocytes, anti-CD3, IL-2 HTRF, 48 h; AID 504894, 2011; 330,000 tested, under 10 active; Potency, µM (top dose mostly 9.22 µM), for inactives: at the top dose activation of IL-2 secretion, actives largely listed as activators; also: % of control where 0% means no effect
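Human primary leukocytes + a-CD3 beads + cpd, 48 hr; IL-2 in supernatant by HTRF (ex 320nm / em 665nm). No co-stimulatory signal supplied.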
Tb PFK block – qHTS Assay to Find Inhibitors of T. brucei phosphofructokinase | ATP-dependent 6-phosphofructokinase (Trypanosoma brucei brucei), O15648 | T. brucei PFK, ADP-Glo luminescence | Potency, µM (series often up to 57.5 µM), without a hit: at the highest dose activity, negative = inhibition, usual class: inhibitors | hit rate 0.17% among 330,000;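 also: potency is read from the fitted curve at half-maximal effect; 0% = uninhibited 1x PFK enzyme wells and -100% = no-enzyme wells; nearly all actives have a fitted effect of over 60% in size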
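ADP-Glo luminescence quantified ADP after 45 min at room temperature, with 1.25 nM T. brucei PFK, 0.1 mM ATP and 0.5 mM fructose-6-phosphate in pH 8.0 TEA buffer. qHTS titrations up to 57 µM; curves classified by quality.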
B2AR arrestin – qHTS assay of beta-arrestin-biased ligands of beta2-adrenergic receptor | beta-arrestin recruitment to beta2AR, cell-based reporter | Beta-2 adrenergic receptor (Homo sapiens), P07550 | hit rate 0.02% among 330,000 | Potency, µM (highest dose often 46.1 µM), without a hit: at the highest dose activation, actives largely listed as activators;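 also: potency is read from the fitted curve at half-maximal effect; 0% = DMSO controls and full agonism = EC100 isoproterenol or metaproterenol; nearly all actives have a fitted effect of over 65% in size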
ELG1 repair inh – qHTS screen for small molecules that inhibit ELG1-dependent DNA repair in human embryonic kidney (HEK293T) cells expressing luciferase-tagged ELG1 | HEK293T ELG1-luciferase reporter, luminescence, 16 h; DNA damage induced by 5-fluorouridine | Potency, µM (series often up to 46.1 µM), for the others: at the top dose activity change, negative = inhibition, usual class: inhibitors | hit rate 2.3% among 330,000; also: potency is read from the fitted curve at half-maximal effect; % is scaled to controls: 0 for no effect and ±100 for the full control effect; nearly all actives have a fitted effect of over 55% in size
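HEK293T cells expressing luciferase-tagged ELG1 (2,000/well) received 5-Fluorouridine plus compound or DMSO for 16 hr at 37 °C. Luciferase was read by ONE-Glo luminescence after 30 min at room temperature.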
Chronic BCR inh – qHTS Assay to Find Inhibitors of Chronic Active B-Cell Receptor Signaling; ABC-DLBCL IkBa-CBG/CBR reporter, luminescence ratio, 4 h; Potency, µM (top dose mostly 46.1 µM), for the others: at the top dose ratio change, negative = lower green/red ratio, actives largely listed as inhibitors; hit rate 0.05% among 340,000; AID 493014, 2011; active = well fitted inhibition curve with a large enough effect in the signal ratio, with a control signal flat, not every such curve was filed as active; inconclusive = small, poorly fitted or top-dose-only effect, or effect the other way, or a change in a side signal; the % refers to the signal ratio;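 also: potency is read from the fitted curve at half-maximal effect; plate controls were basal doxycycline-induced cells for no effect and cells given 10 µM MG132 for full effect; MG132 reads +100%, hits lower the ratio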
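Cell line TMD8 (human ABC DLBCL), stably expressing tet-inducible CBG68-IkBa fusion and CBR; IMDM/0.5% FBS; cpd up to 46 uM; dox induction, 4 h, 37C/5% CO2; dual luminescence; green/red ratio; MG132 control.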
USP2a block – qHTS Assay for Inhibitors of Ubiquitin-specific Protease USP2a Using CHOP2 as the Reporter; Ubiquitin carboxyl-terminal hydrolase 2 (Homo sapiens), O75604; USP2 core, Ub-CHOP2 coupled fluorogenic reporter, 485/531; Potency, µM (titrated, usually from 38.3 µM), without a hit: top-dose activity change, negative = inhibition, most hits filed as inhibitors; hit rate 0.01% among 330,000;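 also: potency is read from the fitted curve at half-maximal effect; plate controls were DMSO wells for no effect and full inhibition by NEM control for full effect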
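USP2 core (10nM final) preincubated 30min RT with compound in 20mM Tris-HCl pH 8.0, 2mM CaCl2, 2mM beta-mercaptoethanol, 0.05% CHAPS; 25nM Ub-CHOP2 plus 25nM reporter substrate added, fluorescence (Ex485/Em531) read after 60min.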
Active calls of the source: *; ? = inconclusive; . = not tested or not shown; [ ] = dose if it differs, or a comment. Unless noted, calls follow the shape of the dose curve; as a rule, active = well fitted curve in the direction sought with a large enough effect; inconclusive = small, poorly fitted or top-dose-only effect, or another doubt; inactive = no such curve, though single readings can be large; an effect the other way counts as inactive or inconclusive. Rows are unselected; overall some 3% were active at least once.

SMILES	uPA surface inh	PTAP TSG101 blk	Eya2 inh	TSHR antagonist	Mito fusion yeast	TCR activator	Tb PFK block	B2AR arrestin	ELG1 repair inh	Chronic BCR inh	USP2a block
Cc1cc(N/C=C\C(=O)c2ccc(Cl)c(Cl)c2)no1	3%	-12%	-19%	0	-1%	0%	1%	0.4%	?	?	2%
COc1cc2cc(CN(CCc3cccc(C)c3)C(=S)NCCCN(C)C)c(=O)[nH]c2cc1OC	-4%	-3%	6%	-2	-1%	-7%	1%	-0.8%	-8%	-9%	3%
CNC(=O)/C(C#N)=C/c1c(N2CCCCCC2)nc2ccccn2c1=O	-4%	-5%	-1%	-8	1%	7%	0%	0.2%	-1%	0%	0%
COc1cccc(CN2CC(C(=O)NC3(c4ccccc4)CC3)CCC2=O)c1 (configuration not stated)	1%	0%	-13%	-9	-2%	1%	3%	-0.4%	4%	-1%	0%
Cc1nn2c(-c3ccc(F)cc3)ccnc2c1Cl	-8%	-1%	4%	7	-4%	-8%	0%	-0.1%	15%	-2%	2%
Cc1c(C(=O)N2CCc3ccccc32)oc2ccccc12	-8%	2%	-5%	-22	9%	1%[46.1 µM]	0%	-0.8%	?	-4%	-3%
Brc1ccc(-c2nc3ccccc3s2)s1	-5%	0%	0%	1	0%	18%	-5%	0.0%	?	?	3%
CC(C)(C)c1ccc(C(=O)N2CCN(CCNC(=O)C(=O)NCc3ccccc3)CC2)cc1	-4%	-1%	0%	39	4%	-6%[46.1 µM]	-4%	1.3%	-18%	0%	3%
O=C(NCCc1ccc(F)cc1)c1ccc(NS(=O)(=O)c2ccc3[nH]c(=O)[nH]c3c2)cc1	-3%	-7%	0%	-6	0%	5%	-8%	0.1%	3%	-7%	0%
Clc1ccc2[nH]cc(-c3nnnn3-c3ccccc3)c2c1	-4%	-7%	-23%	-36	8%	3%	-1%	-0.4%	-30%	-20%	3%
Cc1nc2ccc(S(=O)(=O)NC(C(=O)NCc3ccc4c(c3)OCO4)C(C)C)cc2s1 (configuration not stated)	4%	-4%	31%	-15	-2%	-1%	0%	0.0%	0%	?	-2%
O=C(CN1CCCCC1)Nc1nc(-c2ccc(Cl)cc2)cs1	2%	0%	-6%	-4	-7%	5%	-2%	-0.4%	-3%	-4%	4%
O=C(N1CCOCC1)N1CCC(NC(=O)C23CC4CC(CC(C4)C2)C3)CC1	1%	-2%	4%	-6	-3%	-5%[46.1 µM]	25%	-0.6%	15%	0%	0%
Cc1ccc(-n2nnnc2SCC(=O)NCC2CCCO2)cc1C (configuration not stated)	0%	-2%	-15%	9	-6%	-2%	2%	0.0%	1%	2%	-4%
COc1ccc(C(CNC(=O)c2cccc3cccnc23)N(C)C)cc1 (configuration not stated)	3%	2%	4%	-8	7%	2%	0%	-1.1%	19%	4%	0%
CC1CN(Cc2ccccc2)c2nc3c(c(=O)n(CC(N)=O)c(=O)n3C)n2C1 (configuration not stated)	?	-3%	3%	6	2%	-5%	-1%	0.3%	9%	0%	1%
CCOc1ccc(C(=O)N2CCc3ccccc32)cc1OCC	-3%	-1%	0%	-6	2%	.	-1%	0.7%	-4%	-10%	0%
O=c1cc(CSc2ccccc2)nc(-c2ccncc2)[nH]1	4%	-1%	-9%	-2	10%	4%	-4%	0.2%	-4%	?	2%
Cc1ccc(-c2cccc(NC(=O)C3C(C(=O)O)[C@@H]4C=C[C@H]3C4)c2)o1 (some centres not stated)	5%	0%	9%	-7	-3%	8%	8%	0.0%	8%	3%	-2%
CCOc1ccccc1-n1nnnc1SCC(=O)NC(=O)Cc1ccccc1	-1%	-3%	-8%	-5	-2%	2%	-3%	-0.3%	-10%	1%	1%
O=C(CSc1nnc(-c2ccccc2F)o1)N1CCNC1=O	5%	-4%	5%	3	-2%	-3%	2%	-0.2%	?	?	-2%
COC(=O)Nc1ncc(CN2CCC(c3ccccc3)CC2)s1	0%	-5%	-5%	5	1%	-3%[46.1 µM]	3%	-0.5%	-5%	-11%	1%
Cc1c(C(=O)Nc2c(C)n(C)n(-c3ccccc3)c2=O)oc2ccc(Cl)cc12	0%	-2%	-14%	8	7%	-28%	2%	0.0%	0%	5%	1%
Cc1ccc(NC(=O)COC(=O)C2=NN(c3ccccc3)C(=O)CC2)c(Br)c1	-2%	-2%	?	-26	-1%	2%	-1%	-0.1%	25%	0%	0%
Cc1cc(NC(=O)C(=O)c2cn(C)c3ccccc23)no1	0%	-3%	1%	0	-1%	0%	-5%	-0.2%	6%	.	1%
CC(C)C(=O)Nc1ccc(Cl)cc1-c1nc2ccccc2[nH]c1=O	-1%	-8%	-1%	35	-1%	2%	-3%	-0.6%	-21%	8%	1%
COc1ccc(/C=C2\CCCc3c2nc2ccccc2c3C(=O)OCC(=O)c2c(N)n(C)c(=O)n(C)c2=O)cc1	.	.	-1%	6	2%	2%[46.1 µM]	0%	-1.1%	3.3µM*	?	-2%
COC(=O)CC1=NN(c2nc(C)cc(C)n2)C(=O)C1	3%	-7%	3%	6	8%	-5%	-5%	-0.1%	1%	-1%	-1%
CCN(CC(=O)Nc1ccccc1OC)C(=O)Cn1cnc2ccccc2c1=O	5%	1%	-18%	-2	-1%	1%	-19%	0.3%	3%	3%	-1%
Cn1c2cc(B(O)O)sc2c2cnn(Cc3c(F)cccc3Cl)c(=O)c21	.	.	-10%	-22	0%	.	-7%	-0.3%	.	?	-1%
C/C(=N/NC(=O)CSc1nc2ccccc2n1C)c1ccc(O)cc1	2%	-2%	-5%	1	-4%	.	-4%	-1.2%	7%	?	1%
COC(=O)c1ccc(S(=O)(=O)NCc2ccc(S(N)(=O)=O)cc2)n1C	-2%	-6%	-12%	14	-4%	10%	0%	3.2%	0%	-10%	0%
CCN(CC)CCOC(=O)c1ccc([N+](=O)[O-])cc1	3%	-1%	11%	13	-1%	2%	0%	-0.1%	9%	-5%	-3%
CCC(C)[C@H](NC(=O)NC(C)C)C(=O)O (some centres not stated)	0%	-1%	3%	-8	-19%	0%[46.1 µM]	0%	2.8%	0%	0%	3%
COc1ccc(CCNC(=O)COC(=O)/C=C/c2cccs2)cc1OC	-3%	-1%	?	-5	9%	.	-6%	0.0%	8%	-1%	0%
Cn1c(=O)c2c(ncn2CC(=O)N/N=C/C=C/c2ccccc2)n(C)c1=O	-9%	-1%	-6%	5	-5%	1%[46.1 µM]	0%	-0.4%	2%	-20%	4%
Cc1onc(-c2ccccc2)c1C(=O)NC(=S)NNC(=O)c1ccncc1	-1%	0%	5%	4	-5%	-1%[46.1 µM]	-1%	0.0%	0%	?	4%
CCc1ccccc1OCC(=O)NNCC(=O)Nc1cccc(C#N)c1	-7%	-4%	6%	-22	1%	.	-9%	0.0%	-9%	?	-2%
COc1ccc(CCNC(=O)COC(=O)Cc2ccccc2[N+](=O)[O-])cc1	-13%	-2%	4%	.	.	6%	-1%	-3.3%	-1%	0%	-5%
COCC(C)NS(=O)(=O)c1ccc(NC(=O)c2ccccn2)cc1 (configuration not stated)	14%	-6%	2%	32	9%	-2%	3%	-0.1%	1%	?	-13%
O=C(c1ccccc1)c1ccc2nc[nH]c2c1	1%	-8%	-22%	1	3%	.	3%	-1.7%	-21%	?	1%
Cc1ccc(CNC(=O)N2CCN(S(=O)(=O)c3ccccc3)CC2)cc1	-7%	-2%	4%	1	2%	-4%	0%	0.2%	-5%	10%	0%
